Compound activity deposited in PubChem BioAssay by several laboratories.
GPR55 antagonists – inhibition of LPI-stimulated GPR55 beta-arrestin translocation – imaging, U2OS, beta-arrestin-GFP, LPI agonist, primary screen (AID 2013); U2OS GPR55 beta-arrestin-GFP translocation imaging, LPI antagonism; higher % means a stronger effect; one-dose inhibition, % at 10 µM; IC50 in µM for titrated hits; 0.13% of 290,000 active;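 active means spots per cell inhibited over 60%, with over 100 cells counted and total cytoplasm intensity under 500,000; inconclusive means wells with under 100 cells, flagged as likely toxic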;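 further: U2OS cells stably carrying GPR55 and arrestin-GFP stimulated by 5 µM LPI near EC80; imaged beta-arrestin-GFP aggregate spots per cell after agonist stimulation; plate controls were LPI-stimulated DMSO wells for no effect and DMSO wells without LPI for full effect; some results filed as inactive read as strong as hits; confirmed hits need IC50 under 10 µM and bright autofluorescent wells are also inconclusive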
NOD1 NF-kB reporter – inhibition of NOD1-driven NF-kB reporter – cell-based, luminescence, uHTS, primary screen (AID 1578); inhibition, % at 4 µM, or EC50 in µM where a hit was titrated; 1% of 290,000 active; NOD1-driven NF-kB luciferase reporter cells, luminescence; higher % means a stronger effect; in the data active means inhibition mostly above about 36%, no sharp cut-off; inactive means mostly below about 34%;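 further: HEK-293T reporter cells stimulated with the NOD1 agonist gamma-tri-DAP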
HEK293 NOD2/NF-kB – NOD2 signaling inhibitors, cell-based, luminescence, uHTS, HEK293 (AID 1566); HEK293 NOD2/NF-kB luciferase reporter, luminescence; higher % means a stronger effect; one-dose inhibition, % at 4 µM; EC50 in µM for titrated hits; 0.63% of 290,000 active; further: many of its hits are not listed in these tables
HIV fusion peptide – inhibitors of HIV fusion peptide binding, primary screen, biochemical, uHTS, fluorescence dequenching (AID 1986); 0.3% of 290,000 active; one-dose inhibition, % at 20 µM; IC50 in µM for titrated hits; cell-free peptide binding, fluorescence dequenching, 30 min; higher % means a stronger effect; in the data active means inhibition mostly above about 52%, no sharp cut-off; inactive means mostly below about 76%; further: some results filed as inactive read as strong as hits
SV40 large T antigen – SV40 large T antigen inhibitors, biochemical (AID 1903) | 0.39% of 310,000 active | SV40 large T antigen ATPase/helicase inhibition assay; higher % means a stronger effect | inhibition, % at 20 µM; hits with a dose series show IC50 in µM; in the data active means a potency from the dose series; inconclusive means inhibition mostly from about 32% at the one dose, without a potency; inactive means the rest, 99 in 100 with inhibition below about 32%; further: strong numbers were not always called active
KOR beta-arrestin-1 – KOR agonists, beta-arrestin recruitment, primary screen, cell-based, luminescence, uHTS (AID 1777); 0.02% of 280,000 active; activation, % at 10 µM; hits with a dose series show EC50 in µM; KOR beta-arrestin recruitment, luminescence; higher % means a stronger effect; in the data active means activation above about 50%, passing the limit was not always enough; further: a part of the inactive calls stands beside numbers as strong as those of hits
GPR55 activation – selective activators of receptor GPR55 – imaging, U2OS cells, beta-arrestin-GFP redistribution, primary screen (AID 1961) | U2OS GPR55 beta-arrestin-GFP redistribution imaging; higher % means a stronger effect | activation, % at 10 µM, or EC50 in µM where a hit was titrated | 0.048% of 290,000 active;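 active means activation above 40% with more than 50 cells counted in the well; inconclusive means wells holding fewer than 50 cells, flagged as toxic or sparse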;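 further: U2OS osteosarcoma cells stably expressing GPR55 and beta-arrestin-GFP; plate controls were DMSO negative control for no effect and LPI positive control for full effect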
KOR beta-arrestin-2 – kappa opioid receptor blockers – cell-based, luminescence, uHTS (AID 1778) | inhibition, % at 10 µM, or IC50 in µM where a hit was titrated | 0.091% of 290,000 active | KOR beta-arrestin recruitment, luminescence, antagonist mode; higher % means a stronger effect; further: strong numbers were not always called active
MgcRacGAP inhibition – MgcRacGAP GTPase-activating activity inhibitors, confirmation, biochemical, ADP Hunter fluorescence; MgcRacGAP-stimulated Rac1 GTP hydrolysis, ADP Hunter fluorescence; higher % means a stronger effect; GST-tagged Rac1 F28L mutant substrate; one-dose inhibition, % at 30 µM; IC50 in µM for titrated hits; 0.6% of 340,000 active;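 active means first-screen hits whose inhibition reached a set limit at any dose in the follow-up dose series; inconclusive means inhibition above the set first-screen limit but never retested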;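 further: fluorescence reports GDP produced by GAP-driven GTP hydrolysis; strong numbers were not always called active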
The depositor's hits bear a star; ? = inconclusive; / = no result given; [ ] = dose if it differs, or a comment. Unless noted, no stated cut-off is given here; in the data, active means inhibition above about 50%; inactive means the rest.

Fields: GPR55 antagonists	NOD1 NF-kB reporter	HEK293 NOD2/NF-kB	HIV fusion peptide	SV40 large T antigen	KOR beta-arrestin-1	GPR55 activation	KOR beta-arrestin-2	MgcRacGAP inhibition
(1) COc1cccc(/C=N/N2C(=O)CSC2=S)c1O
→ 1%	-3%	-3%	18%	?	-0.2%	-0.2%	-15%	25%
(2) C=C(C)CN(CC)C(=O)CN1C(=O)NC2(CCCc3ccccc32)C1=O (configuration not stated)
→ 4%	-22%	2%	-1.0%	5%	-1.1%	-0.2%	4%	3%
(3) O=C(COC(=O)c1ccccc1Br)NCCN1C(=O)CSC1=O
→ -8%	-30%	-17%	-1.0%	10%	1.2%	0.1%	-8%	6%
(4) O=C(NCc1ccccn1)C(=O)NCC1OCCCN1S(=O)(=O)c1cc(F)ccc1F (configuration not stated)
→ -3%	-17%	-3%	0.5%	-2%	-1.9%	0.0%	5%	2%
(5) Cc1occc1C(=O)N1CCCC(Nc2ccc(F)cc2)C1 (configuration not stated)
→ 11%	-28%	6%	-0.3%	13%	2.1%	0.2%	-12%	13%
(6) CCC(c1nnnn1C1CCCC1)N1CCN(c2cccc(OC)c2)CC1 (configuration not stated)
→ 0%	-25%	-8%	-1.1%	4%	/	-0.1%	-26%[20 µM]	/
(7) Cc1nnc(NC(=O)COc2ccc3c(C)cc(=O)oc3c2)s1
→ 5%	12%	8%	12%	5%	-2.4%	0.0%	-45%	8%
(8) O=C1c2ccccc2OC2(C=Cc3ccccc3O2)N1Cc1ccccc1 (configuration not stated)
→ 35%	23%	-20%	26%	19%	-5.9%	-0.1%	37%	-2%
(9) O=C(CSc1ncccn1)Nn1cnnc1
→ -2%	-9%	-27%	4.3%	-1%	-4.3%	-0.2%	-22%	9%
(10) Cc1cc(C)c2nc(SCC(=O)Nc3cc(C)on3)c(C#N)cc2c1
→ 8%	10%	18%	7.1%	7%	5.8%	0.2%	-61%	8%
(11) O=C1CN(c2ccc(Cl)cc2)C2(CCCCC2)S1
→ 16%	-25%	-11%	1.6%	-5%	-1.2%	-0.1%	9%	-6%
(12) O=C(Nc1ccc(N2CCOCC2)cc1N1CCOCC1)c1ccc([N+](=O)[O-])cc1Cl
→ ?	-14%	16%	-0.8%	27%	-5.3%	-0.1%	24%	-2%
(13) COc1ccc(/C=N/NC(=O)c2cccc(NC(C)=O)c2)c(OC)c1
→ -10%	-8%	-8%	0.0%	6%	1.6%	0.0%	2%	6%
(14) Cc1csc(N/N=C/c2ccccn2)n1
→ 2%	9%	-61%	0.0%	14%	-1.6%	-0.3%	-10%	12%
(15) CCOC(=O)C(=CNc1cccc(N)n1)C(=O)OCC
→ 0%	-30%	5%	3.1%	24%	-2.8%	-0.1%	-2%	6%
(16) CCOC(=O)CN1C(=O)CSc2ccc(S(=O)(=O)N3CCCC3)cc21
→ 4%	-6%	7%	-1.0%	5%	-2.0%	0.0%	38%	-12%
(17) Cc1ccc(Nc2nc3ccccc3n3nnnc23)cc1
→ 3%	21%	-17%	-1.6%	15%	-1.1%	0.6%	3%	13%
(18) c1ccc(Nc2nc(-c3ccncc3)cs2)nc1
→ 0%	-72%	-146%	-2.1%	0%	-1.4%	-0.2%	-9%	16%
(19) COc1cccc(CC(=O)Nc2ccccc2C(=O)N2CCOCC2)c1
→ 7%	-43%	1%	2.2%	12%	0.3%	-0.5%	1%	12%
(20) COc1ccc(N2CCN(CCNS(=O)(=O)c3ccc(C)cc3)CC2)cc1
→ -3%	-23%	21%	-0.7%	0%	2.1%	-0.3%	-10%	12%
(21) Cc1noc2ncnc(Sc3ccc(Br)cc3)c12
→ -6%	22%	-13%	0.8%	3%	-6.5%	0.0%	8%	0%
(22) Cc1cccc(Nc2nnc(C)c(=O)n2N)c1
→ -2%	6%	-9%	-1.0%	1%	-1.6%	0.2%	11%	0%
(23) Cc1ccc(N2C(=O)C(Cl)=C(N3CCOCC3)C2=O)c(C)c1
→ 2%	-1%	-31%	2.9%	11%	8.4%	0.3%	-25%	18%
(24) O=C(COc1ccc2ccccc2c1)N1CCN(C(=O)c2ccc([N+](=O)[O-])cc2)CC1
→ -17%	-46%	-25%	1.4%	11%	-1.6%	1.0%	-13%	-10%
(25) Cc1cccc(C(=O)OCc2cc(=O)oc3c(C)c(C)ccc23)c1O
→ -16%	-12%	-11%	0.1%	-12%	4.1%	-0.1%	-9%	6%
(26) CN1CCN(c2ccc(C(=O)c3ccc(F)cc3)cc2)CC1
→ 12%	-77%	-45%	1.2%	0%	7.9%	-0.2%	17%	13%
(27) O=c1c2cc(N3CCOCC3)ccc2[nH]c(=S)n1Cc1ccco1
→ -10%	-24%	-22%	23%	55%	0.0%	-0.2%	-13%	29%
(28) C=CCn1c(SCC(=O)NC23CC4CC(CC(C4)C2)C3)nc2cc(C(=O)O)ccc2c1=O
→ -1%	-19%	4%	2.1%	11%	4.3%	0.4%	-62%	-5%
(29) O=C(NCCCNC(=O)c1ccco1)c1ccc(Cl)cc1
→ 1%	-62%	-4%	1.7%	30%	-0.9%	-0.2%	-7%	9%
(30) CC1CCN(C(=O)COC(=O)c2ccc(F)c(S(=O)(=O)N3CCOCC3)c2)CC1
→ 8%	-14%	12%	0.9%	5%	4.5%	-0.2%	5%	-4%
(31) CCOC(=O)C(C)(C)N(Cc1ccc(Cl)cc1)S(=O)(=O)c1ccc(Cl)c([N+](=O)[O-])c1
→ 44%	-12%	-8%	-1.4%	26%	1.9%	0.1%	19%	/
(32) Cc1ccc(S(=O)(=O)/N=C(/Nc2nc(C)cc(C)n2)N2CCOCC2)cc1
→ -3%	-28%	7%	5.1%	/	-6.1%	-0.2%	-36%	6%
(33) O=C(c1cccs1)N1CCN(S(=O)(=O)N2CCOCC2)CC1
→ 0%	-17%	-13%	0.9%	18%	0.8%	-0.2%	0%	17%
(34) COc1cccc(S(=O)(=O)NCc2ccc(C(=O)NCc3ccco3)cc2)c1
→ 10%	-8%	12%	13%	20%	-3.6%	-0.2%	6%	14%
(35) Cc1cc(NC(=O)C2CCCCC2C(=O)O)no1 (configuration not stated)
→ 8%	/	-8%	-1.2%	5%	0.1%	-0.2%	28%	12%
(36) COc1ccc(-c2csc(NS(=O)(=O)c3ccc([N+](=O)[O-])cc3)n2)cc1
→ -2%	22%	24%	15%	30%	3.3%	-0.3%	16%	11%
(37) CC[n+]1c(/C=C/N(C)c2ccccc2)oc2ccc(Cl)cc21
→ -4%	42%	31%	8.9%	16%	-1.4%	0.3%	-16%	62%
(38) COc1ccc(CCNC(=O)c2ccc(CN3CCC(Cc4ccccc4)CC3)cc2)cc1
→ 11%	0%	-4%	2.8%	0%	0.4%	0.4%	-12%	-2%
(39) Clc1cccc(-c2ccc(C=Nc3ccc(N4CCOCC4)cc3)o2)c1Cl
→ 0%	-15%	2%	2.4%	?	25%	-0.1%	-43%	15µM*
(40) Cc1ccc(NC(=O)N2CCCC2C(=O)NCC2CCCCC2)cc1 (configuration not stated)
→ 11%	-14%	1%	-1.0%	7%	-1.3%	-0.2%	24%	4%

Brought forward from above: 4 compounds, then new ones.
37. CC[n+]1c(/C=C/N(C)c2ccccc2)oc2ccc(Cl)cc21
38. COc1ccc(CCNC(=O)c2ccc(CN3CCC(Cc4ccccc4)CC3)cc2)cc1
39. Clc1cccc(-c2ccc(C=Nc3ccc(N4CCOCC4)cc3)o2)c1Cl
40. Cc1ccc(NC(=O)N2CCCC2C(=O)NCC2CCCCC2)cc1 (configuration not stated)
41. Cc1[nH]nc2c1C(c1ccccc1F)CC(=O)N2 (configuration not stated)
42. O=C(NCc1ccccc1)c1ccc2nccnc2c1
43. O=C(CN1CCC(O)(c2ccccc2F)CC1)NCCc1c[nH]c2ccccc12
44. COc1ccc(C2c3cc(OC)c(OC)cc3CCN2C(=O)c2ccccc2Br)cc1OC (configuration not stated)
45. CCCN1C(=O)C(Cc2nc3ccccc3c(=O)n2C)c2ccccc21 (configuration not stated)
46. CCNC(=O)NC(=O)COC(=O)C1CSC2(C)CCC(=O)N12 (configuration not stated)
47. CC(C)c1ccc(NC(=O)NC(C)c2ccc3c(c2)OCO3)cc1 (configuration not stated)
48. CCc1nnc(NC(=O)C2CCC(CNc3c(N4CCC(C)CC4)c(=O)c3=O)CC2)s1 (configuration not stated)
assay / entry	37	38	39	40	41	42	43	44	45	46	47	48
GPR55 antagonists	-4%	11%	0%	11%	-16%	9%	23%	-6%	-9%	2%	-2%	12%
NOD1 NF-kB reporter	42%	0%	-15%	-14%	23%	2%	-38%	-37%	1%	-36%	-10%	-3%
HEK293 NOD2/NF-kB	31%	-4%	2%	1%	3%	3%	-13%	-13%	-17%	1%	-7%	29%
HIV fusion peptide	8.9%	2.8%	2.4%	-1.0%	-1.9%	0.1%	0.7%	-0.7%	-1.6%	-1.3%	2.5%	-1.5%
SV40 large T antigen	16%	0%	?	7%	6%	8%	-2%	26%	5%	9%	13%	10%
KOR beta-arrestin-1	-1.4%	0.4%	25%	-1.3%	1.7%	-6.2%	2.7%	-2.9%	-3.1%	-3.2%	1.2%	0.1%
GPR55 activation	0.3%	0.4%	-0.1%	-0.2%	0.0%	-0.1%	-0.1%	-0.2%	0.3%	-0.3%	0.0%	0.0%
KOR beta-arrestin-2	-16%	-12%	-43%	24%	-21%	-1%	-1%	16%	3%	12%	-14%	6%
MgcRacGAP inhibition	62%	-2%	15µM*	4%	10%	4%	7%	7%	4%	-26%	-1%	12%

49. CCOc1ccc2ccccc2c1CNCCc1ccc(S(N)(=O)=O)cc1
50. COc1ccc(CCNC(=O)CSc2nc3[nH]ncc3c(=O)n2-c2ccccc2OC)cc1OC
51. CCCNC(=O)Cn1c(=O)/c(=C\c2ccc(-c3ccc([N+](=O)[O-])cc3)o2)s/c1=C\C(=O)C(C)(C)C
52. CN(C(=O)c1cc(S(=O)(=O)N2CCc3ccccc32)cn1C)C1CCCCC1
53. CCN(CC)CCCOc1ccc(Cl)c(Cl)c1
assay / entry	49	50	51	52	53
GPR55 antagonists	11%	4%	?	1%	-6%
NOD1 NF-kB reporter	-9%	-22%	-17%	26%	-33%
HEK293 NOD2/NF-kB	18%	23%	-8%	11%	2%
HIV fusion peptide	-1.2%	0.4%	145%	0.0%	1.7%
SV40 large T antigen	7%	8%	2%	2%	4%
KOR beta-arrestin-1	-4.1%	-0.9%	6.1%	-0.8%	6.2%
GPR55 activation	0.3%	0.1%	-0.3%	-0.1%	-0.2%
KOR beta-arrestin-2	13%[20 µM]	-15%	15%	-11%[20 µM]	-4%
MgcRacGAP inhibition	7%	-4%	0%	1%	22%

This is a subset. The share of hits here may be higher or lower than overall.
